hcDAF-12 act = H. contortus DAF-12 activation, primary screen | HEK293 hcDAF-12 lit1-tk-luc reporter, luminescence; 0% DMSO, 100% Δ7-dafachronic acid | activation, % at 6.8 µM | 1.4% of 370,000 active;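 active means activation above the mean of all tested compounds plus 3 SD, cut at about 5.5% in these data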;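 further: 100% = response to 3 µM Δ7-dafachronic acid high control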
DAX1 inh-1 = blocks DAX1 repression of SF-1 activated StAR promoter. HEK293T StAR-luciferase reporter, SF-1/DAX-1 repression relief. inhibition, % at 6.8 µM. 1.1% of 370,000 active. AID 652010;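 active means inhibition above the mean over all tested compounds plus 3 SD, cut at about 3.6% in these data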;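 further: 0% = DAX-1 cells with DMSO and 100% = cells lacking DAX-1 with DMSO; higher inhibition means more luminescence from relief of DAX-1 repression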
PLC-gamma1 inh = PLC-gamma1 (human) inhibition, primary screen; P19174; purified PLC-gamma1, fluorogenic substrate, fluorescence; AID 720700; 0.84% of 370,000 active; inhibition, % at 12.2 µM; in the data active means inhibition above about 9.5%
Target sequence (P19174 whole entry, looked up): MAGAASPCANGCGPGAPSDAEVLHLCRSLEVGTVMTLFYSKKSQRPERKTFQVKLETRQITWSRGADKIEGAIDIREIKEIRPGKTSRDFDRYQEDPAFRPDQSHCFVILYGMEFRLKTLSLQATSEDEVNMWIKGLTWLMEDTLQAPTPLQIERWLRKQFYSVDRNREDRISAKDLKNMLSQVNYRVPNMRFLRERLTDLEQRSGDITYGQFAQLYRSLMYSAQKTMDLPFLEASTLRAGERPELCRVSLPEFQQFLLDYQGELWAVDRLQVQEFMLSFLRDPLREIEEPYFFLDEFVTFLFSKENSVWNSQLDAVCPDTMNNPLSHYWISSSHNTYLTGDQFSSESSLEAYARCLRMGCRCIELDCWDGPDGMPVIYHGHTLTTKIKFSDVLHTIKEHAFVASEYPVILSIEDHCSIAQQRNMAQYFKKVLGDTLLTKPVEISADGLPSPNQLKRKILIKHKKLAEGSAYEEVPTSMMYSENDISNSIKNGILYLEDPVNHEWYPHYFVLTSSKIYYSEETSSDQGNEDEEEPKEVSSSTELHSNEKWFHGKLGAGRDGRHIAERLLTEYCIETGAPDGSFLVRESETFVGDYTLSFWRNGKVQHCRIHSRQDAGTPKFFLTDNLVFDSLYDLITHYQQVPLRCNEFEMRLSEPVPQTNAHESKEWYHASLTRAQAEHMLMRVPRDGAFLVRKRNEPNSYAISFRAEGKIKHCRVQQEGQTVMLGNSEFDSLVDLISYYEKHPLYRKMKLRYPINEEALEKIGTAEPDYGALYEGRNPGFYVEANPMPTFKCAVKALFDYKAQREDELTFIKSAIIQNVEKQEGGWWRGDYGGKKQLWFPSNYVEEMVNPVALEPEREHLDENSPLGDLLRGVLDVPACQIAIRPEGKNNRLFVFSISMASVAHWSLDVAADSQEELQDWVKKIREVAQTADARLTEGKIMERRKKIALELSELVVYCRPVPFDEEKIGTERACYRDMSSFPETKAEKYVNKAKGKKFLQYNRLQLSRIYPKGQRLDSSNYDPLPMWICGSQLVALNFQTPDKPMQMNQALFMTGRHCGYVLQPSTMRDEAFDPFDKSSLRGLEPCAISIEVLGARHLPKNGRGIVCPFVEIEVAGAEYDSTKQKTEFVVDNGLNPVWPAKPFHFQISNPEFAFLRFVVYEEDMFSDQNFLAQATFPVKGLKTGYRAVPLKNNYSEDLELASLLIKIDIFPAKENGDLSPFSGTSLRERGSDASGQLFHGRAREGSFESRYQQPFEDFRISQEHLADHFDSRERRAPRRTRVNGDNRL
PLC-beta3 inh = inhibitors of human phospholipase C beta3; Q01970; Purified PLC-beta3, fluorogenic substrate, fluorescence; inhibition, % at 12.2 µM; 0.18% of 370,000 active; AID 720704; in the data active means inhibition above about 11%;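 further: 0% = median of compound wells on plate and 100% = full blocker control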
ADAM17 inh = inhibitors of human ADAM17 | P78536 | recombinant ADAM17, EDANS/DABCYL FRET peptide cleavage | inhibition, % at 6.95 µM | 0.83% of 370,000 active;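 active means inhibition above the mean of compounds lying between control limits plus 3 SD, set per campaign, cut at about 8.5% in these data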;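 further: 0% = DMSO-only wells as the low control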
DAX1 inh-2 = inhibits human nuclear receptor DAX1; HEK293 Gal4-DAX1 luciferase reporter, luminescence; inhibition, % at 6.75 µM; 0.99% of 340,000 active; AID 504766;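 active means inhibition above the mean over all tested compounds plus 3 SD, cut at about 4.2% in these data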;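 further: 0% = DAX1-transfected cells with DMSO and 100% = empty-vector control cells with DMSO; inhibition shows as a rise in luminescence from relieved DAX1 repression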
sPLA2-III inh = Inhibits HGIII-sPLA2 liposome hydrolysis, primary screen. Q9NZ20. QFRET BODIPY PC-A2 liposome hydrolysis, fluorescence. inhibition, % at 12.2 µM. 0.56% of 370,000 active;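 active means inhibition above mean plus 3 SD of compounds lying within the high and low control bounds, cut at about 19% in these data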;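 further: 0% = median of test compound wells and 100% = no enzyme DMSO wells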
ADAM10 inh = inhibits human ADAM10; AID 720582; O14672; 0.62% of 370,000 active; inhibition, % at 7 µM; recombinant ADAM10, EDANS/DABCYL FRET peptide cleavage, 3 h;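 active means inhibition above a per-campaign cutoff equal to the mean of compounds falling between control-based bounds plus 3 SD, cut at about 20% in these data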;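 further: 0% = DMSO wells while the 100% control is not disclosed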
FXN GAA850 act = activators of GAA850 frataxin (FXN) promoter. 0.56% of 360,000 active. activation, % at 6 µM. HEK293 lucGAA850 FXN promoter luciferase reporter, 24 h; percent of 10 µM SAHA response;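 active means activation above the average of all compounds screened plus 3 SD, cutoff fixed separately per campaign, cut at about 7.5% in these data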;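 further: 0% = DMSO wells and 100% = 10 µM SAHA wells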
ssDAF12 agonist = S. stercoralis DAF-12 activation, primary screen; HEK293 ssDAF-12/GRIP1 lit1-tk-luc reporter, luminescence; % of 3 µM dafachronic acid response; activation, % at 6.8 µM; 1% of 370,000 active; AID 652126;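 active means activation above the mean over all tested compounds plus 3 SD, cut at about 0.9% in these data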;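 further: 0% = DMSO-only wells and 100% = 3 µM delta7-dafachronic acid wells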
hgDAF-12 ag = hgDAF-12 agonism, primary luciferase screen; HEK293 GAL4-hgDAF12 UAS-luciferase reporter, agonist luminescence; normalized to butyrate control; activation, % at 6.8 µM; 1.8% of 370,000 active;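 active means activation above a cutoff set at the mean of all screened compounds plus 3 SD, cut at about 10% in these data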;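 further: 0% = DMSO wells and 100% = sodium butyrate wells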
Starred values were filed as active, the others as inactive; i = inactive; . = no result given; & = joins results of further samples.

SMILES	hcDAF-12 act	DAX1 inh-1	PLC-gamma1 inh	PLC-beta3 inh	ADAM17 inh	DAX1 inh-2	sPLA2-III inh	ADAM10 inh	FXN GAA850 act	ssDAF12 agonist	hgDAF-12 ag
Cc1ccc(NC(=O)c2ccc(=O)n(CC(=O)Nc3c(C)cc(C)cc3C)n2)cc1	3.4	-0.4	-1	-8	-3	-0.2	-2	2	0.8	-1.0	-1.1
C/C(=N\OCC(=O)N/N=C/c1ccccc1O)c1cccs1	-0.9	-0.5	-21	-28	-9	-0.7	-10	-24	0.4	-1.6	-0.1
C=C(C)COc1ccc(-c2nc(N)ncc2-c2ccccc2OC)c(O)c1	-2.2	0.3	-11	-21	5	-1.5	-13	6	5.2	-1.1	-0.3
Cc1ccccc1NC(=O)c1ccc(NC(=O)C2CC(=O)OC23CCCCC3)cc1 (configuration not stated)	-1.1	0.1	1	-2	-3	-0.4	-8	-6	-0.8	-2.1	-2.1
CC1(C)Cc2nc3sc4c(=O)n(CC(=O)NCc5ccccc5)cnc4c3cc2CO1	1.5	-2.1	0	0	-1	-0.5	-3	0	-1.8	-1.3	5.7
CCNC(=O)NC(=O)C(C)Sc1nc2ccccc2n1CC(C)C (configuration not stated)	-2.1	-1.0	1	-2	5	-1.3	-4	3	-1.4	-1.7	-0.1
COc1cc(/C=C/C(=O)OCC(=O)NCc2ccco2)cc(OC)c1OC	-1.8	0.1	-53	-52	-25	-0.2	2	-96	0.3	-1.4	2.4
CC(=O)N1CCN(C(=O)CC2OC(=O)c3ccccc32)CC1 (configuration not stated)	3.4	0.1	-2	-6	-3	0.3	-2	-1	-1.0	-0.4	2.2
Cc1cccc(NS(=O)(=O)c2ccccc2)n1	-1.5	-0.9	-24	-23	-32	0.8	5	-147	1.0	-1.4	-0.1
COc1ccc(CN2CCC(C)(Oc3ccc4c(c3)OCO4)C2)c2ccccc12 (configuration not stated)	-0.9	-0.9	1	-1	-5	.	2	-6	0.9	-0.9	1.6
O=C(O)CC(C(=O)Nc1ccc(Cl)cc1Cl)C1CCCO1 (configuration not stated)	-0.7	0.7	0	1	1	3.3	0	0	0.0	-1.4	-2.2
Cn1ncc2c(NNC(=O)C3CCCCC3)ncnc21	-0.7	0.5	2	1	-3	-0.2	2	4	0.7	-2.1	-0.7
CCC1CCCCN1C(=O)c1cc2cc(Br)ccc2oc1=O (configuration not stated)	0.9	-0.3	1	4	-1	3.6	3	1	-2.3	-1.1	-1.0
CC1CN(C(=O)c2cccc(COc3ccccc3Cl)c2)CC(C)O1 (configuration not stated)	-0.8	0.3	0	1	-4	-1.9	2	5	5.2	-0.9	10
CC1CCN(CCCCOc2ccc([N+](=O)[O-])cc2)CC1	-1.2	0.5	7	5	2	0.8	-7	0	-0.3	-1.6	-1.9
CCOC(=O)C1CCCN(c2c(Nc3cccc(C)c3)c(=O)c2=O)C1 (configuration not stated)	-1.2	1.4	2	4	0	-0.8	2	-2	-0.4	-1.6	0.3
O=[N+]([O-])c1nn(-c2ccc3c(c2)OCCO3)n(O)c1=NC1CCN(Cc2ccccc2)CC1	0.6	-0.1	2	2	0	-0.7	-3	1	1.9	-1.1	1.5
CC(C)COC(=O)N1CCCCC1c1cc(C(=O)Nc2ccccc2)no1 (configuration not stated)	-1.7	-0.2	5	2	2	.	-3	2	-1.7	-1.4	-0.4
O=C(CSc1nccc(=O)[nH]1)Nc1ccc(N2CCOCC2)c(Cl)c1	-2.0	-0.3	-1	-10	-4	-1.4	11	4	-0.2	-0.4	0.1
CCOc1ccccc1NC(=O)C(C)SCc1ccccc1 (configuration not stated)	0.3	-0.7	-1	-8	-2	2.7	-3	5	1.2	-2.0	-1.0

Fetched one by one from above (2):
SMILES	hcDAF-12 act	DAX1 inh-1	PLC-gamma1 inh	PLC-beta3 inh	ADAM17 inh	DAX1 inh-2	sPLA2-III inh	ADAM10 inh	FXN GAA850 act	ssDAF12 agonist	hgDAF-12 ag
Cc1cccc(NS(=O)(=O)c2ccccc2)n1	-1.5	-0.9	-24	-23	-32	0.8	5	-147	1.0	-1.4	-0.1
O=C(CSc1nccc(=O)[nH]1)Nc1ccc(N2CCOCC2)c(Cl)c1	-2.0	-0.3	-1	-10	-4	-1.4	11	4	-0.2	-0.4	0.1

(more compounds)
SMILES	hcDAF-12 act	DAX1 inh-1	PLC-gamma1 inh	PLC-beta3 inh	ADAM17 inh	DAX1 inh-2	sPLA2-III inh	ADAM10 inh	FXN GAA850 act	ssDAF12 agonist	hgDAF-12 ag
CC1=C(C(=O)OCC(C)C)C(c2cccc(F)c2)N2C(=O)C(C)SC2=N1 (configuration not stated)	-0.8	-0.1	9	7	5	-1.0	-23	10	-0.9	-0.9	-4.2
Cc1ccc(-c2cc(C(=O)NC3CCCCC3)no2)cc1	-0.9	1.1	-1	-2	0	2.5	-3	2	3.6	-0.7	2.9
O=C(c1ccccc1)N1CCN(CC(O)Cn2ccc3ccccc32)CC1 (configuration not stated)	-3.0	-0.8	0	-6	-4	-0.7	-2	-1	-0.6	-1.4	-1.9
COc1cc(C)c(CN2CCN(S(=O)(=O)c3ccc(Cl)s3)CC2)cc1OC	-1.0	-1.2	1	-4	1	-0.3	-5	6	1.3	-1.5	-2.1
c1ccc(Sc2ncnc3c2oc2ccccc23)nc1	-0.5	0.5	-6	-6	-2	4.0	7	-12	1.8	0.0	3.7
CN1CCN(CC(=O)Nc2c(C(=O)C3CC3)oc3ccccc23)CC1	-0.8	0.7	11*	5	2	-0.2	-2	-9	-0.4	-1.9	-2.6
CCN(CC)CCCNC(=O)c1oc2ccc(S(=O)(=O)N3CC(C)CC(C)C3)cc2c1C (configuration not stated)	0.0	0.2	1	-2	-1	-1.5	-10	-7	-2.9	-1.2	0.8
COc1ccc(C(=O)COC(=O)c2ccc(NC(=O)c3ccccc3)cc2)cc1	1.9	0.1	-1	4	1	-0.1	-3	10	-1.6	-0.9	-1.8
COC(=O)c1ccc(CSc2nc3scc(-c4cccs4)c3c(=O)[nH]2)o1	1.3	0.2	-9	-10	4	-0.3	-9	14	-1.2	-0.7	1.0
C#Cc1ccc(NC(=O)C2(C)CCN2C(=O)Cc2ccc(C(C)(C)C)cc2)cc1 (configuration not stated)	-4.2	-4.3	2	3	5	.	-1	18	-3.2	-2.5	-7.6
Cc1ccc(S(=O)(=O)NCCC(=O)Nc2ccncc2)cc1C	-1.9	0.0	1	3	-2	-1.4	-3	-5	0.1	-1.3	0.3
Cc1nnc(SCc2cc(=O)oc3ccc4ccccc4c23)n1Cc1ccccc1	2.1	-0.9	-86	-98	-108	-0.8	-9	-340	0.0	-0.8	0.5
O=c1[nH]c(-c2ccccc2)cs1	-1.6	-0.3	0	-2	-5	0.7	19	4	-0.5	0.5	1.0
CCOCCCNCc1cn(-c2ccc(F)cc2F)nc1-c1ccccc1C	1.8	0.4	4	-8	-4	-0.1	-1	-3	-2.1	0.1	-0.2
Cc1nc(SCc2c(F)cccc2Cl)c2c(=O)n(C)c(=O)n(C)c2n1	1.8	0.2	-2	2	1	-0.1	3	-2	1.0	-0.6	3.2
CCOc1ccccc1N(CC(=O)N1CCC(C(N)=O)CC1)S(=O)(=O)c1ccc(SC)cc1	1.5	1.2	-1	-6	-1	0.8	2	-9	0.4	-0.8	0.6
Cc1ccc(-c2cc(C(=O)N3CCCC(C(F)(F)F)C3)c3ccccc3n2)o1 (configuration not stated)	0.0	-1.8	i	i	i	-2.9	-3	i	1.8	-0.7	-1.2
COc1ccc(S(=O)(=O)N(CC(=O)O)c2ccc(C)cc2)cc1	-0.2	-1.0	1	-3	-6	-0.6	-2	-7	2.4	-1.3	-0.5
O=C1CC(N2CCC(c3nc4ccccc4o3)CC2)C(=O)N1c1cc(Cl)cc(Cl)c1 (configuration not stated)	-1.7	0.0	0	-5	2	-0.1	-29	8	-2.4	-1.5	2.8
O=c1c2c(nc3c(-c4ccc(Cl)cc4)c[nH]n13)CCC2	-0.6	-2.2	-95	-113	-35	-1.2	6	-108	-1.6	-2.0	-4.1
C=CCN(C(=O)[C@@H](CCCC)[C@@H](O)c1ccc(Cl)cc1)c1ccccc1	-1.8	-2.1	0	4	2	.	2	11	.	-1.1	1.7
COc1ccc(NC(=O)C(=O)c2cn(CC(=O)N3CCCC3)c3ccccc23)cc1OC	-1.4	-1.5	-2	-8	-1	0.2	-4	2	-1.5	-1.3	1.2
O=C(COC(=O)c1ccc(-c2cnc3ccccc3n2)cc1)c1ccccc1	0.9	0.4	-2	0	1	-0.8	5	1	-0.1	-1.0	2.5
Nc1cnnc(N/N=C\c2ccccc2)c1Cl	1.6	0.7	-185	-243	-216	3.0	-1	i	2.9	-0.9	0.8
COc1ccc(CC(=O)N/N=C(/C)c2ccco2)cc1	-0.5	-0.5	-4	-3	1	0.6	1	4	0.6	-1.8	-2.5
Cc1ccc(C(=O)Nc2nnn(C)n2)cc1	-1.0	1.0	2	2	-1	-0.6	2	-2	3.3	0.1	5.5
O=C(/C(=C/O)N=Nc1cccc(C(F)(F)F)c1)c1ccccc1	-0.5	-0.2	-2	-3	1	-0.2	-7	0	2.3	-1.7	1.8
COc1ccccc1NS(=O)(=O)c1ccc(C(N)=O)cc1	-1.2	-0.3	-19	-18	-12	-0.2	2	-46	0.6	-1.7	0.9
Clc1ccccc1-c1nnc2n1CCCCC2	-1.2	-0.1	1	-6	-2	-0.9	-3	2	0.8	-1.5	-0.2
Cc1ccsc1C(=O)NC1CCCN(Cc2ccc(Cl)cc2)C1 (configuration not stated)	-2.5	-1.1	1	-10	-1	0.3	1	-9	-1.1	-0.6	-0.6
CCCN(CCC)S(=O)(=O)c1ccc(NC(=O)Cc2cccs2)cc1	-1.4	-0.6	-5	-3	1	-1.1	-30	10	0.5	-1.6	-1.4
Cc1cc(C)c(NC(=O)CSc2nccn2C)c(C)c1	-2.0	0.8	2	2	-3	0.1	9	-6	-2.5	-0.9	-0.6
CC(=O)Nc1ccccc1NC(=O)C/C(C)=N/NC(=O)c1ccc([N+](=O)[O-])c(Cl)c1	-1.3	0.4	1	-47	1	-0.1	-6	2	0.5	-0.6	-0.5
Nc1ccc(C(=O)O)cc1	0.6&1.0&-0.8	-0.9&0.2&0.1	0&1&1	-1&6&1	-1&0&-2	-0.3&1.3&-0.5	3&-1&5	-6&-14&-8	0.2&-0.5&0.0	-0.7&-0.8&-0.5	1.9&-0.7&0.7
Cc1ccc(S(=O)(=O)N2C[C@H]3C(=O)C[C@@H](c4cccc(Cl)c4)N(S(=O)(=O)c4ccc(C)cc4)[C@H]3C[C@H]2c2cccc(Cl)c2)cc1	-1.7	-0.3	0	0	2	-0.6	3	-17	-1.5	-0.4	-3.4
C#Cc1ccc(CN2CCN(Cc3ccsc3)C(CCO)C2)cc1 (configuration not stated)	0.3	0.4	1	-6	-3	0.2	0	0	1.5	-1.0	2.3
COC(=O)C1(C)NC(c2ccco2)C2C(=O)N(c3ccc(F)cc3)C(=O)C21 (configuration not stated)	2.9	-1.1	2	-4	-9	0.5	6	-14	0.8	-1.2	3.1
O=C(c1ccc(F)cc1)c1ccc(N2CCCC2)cc1	0.5	0.2	-97	-109	-1	0.9	-4	-2	3.7	-0.9	6.3
CCc1ncc(C)nc1CC	-2.1	0.2	2	6	-4	1.6	15	-24	-1.4	-1.1	-3.2

Source: PubChem (The Scripps Research Institute Molecular Screening Center)

Rows were taken by chance, and some 6.9% of all compounds hit somewhere here.
